Assay outcomes: PubChem, National Center for Advancing Translational Sciences (NCATS)
D2 ag = activates the human D2 dopamine receptor. P14416. HEK293 T-REx D2 cells, calcium flux agonist mode. activation, % at 2 µM. 340,000 tested, 0.53% active;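 active = activation over 3 SD above normal in the single-dose calcium agonist read, cut at about 30% in these data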; note: 0% is about no effect
Target sequence (P14416 whole entry, looked up): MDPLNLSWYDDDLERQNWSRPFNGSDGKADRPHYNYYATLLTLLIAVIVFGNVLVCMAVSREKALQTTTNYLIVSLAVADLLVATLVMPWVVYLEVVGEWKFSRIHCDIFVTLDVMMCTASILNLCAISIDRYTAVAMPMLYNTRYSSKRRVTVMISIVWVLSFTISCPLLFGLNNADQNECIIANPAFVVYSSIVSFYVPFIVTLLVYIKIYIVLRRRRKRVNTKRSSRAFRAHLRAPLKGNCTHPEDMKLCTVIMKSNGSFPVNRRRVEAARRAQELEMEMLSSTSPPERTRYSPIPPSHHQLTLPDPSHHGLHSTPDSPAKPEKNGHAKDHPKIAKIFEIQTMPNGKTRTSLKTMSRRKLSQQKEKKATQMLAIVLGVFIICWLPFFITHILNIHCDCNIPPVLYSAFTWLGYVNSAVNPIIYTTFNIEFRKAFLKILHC
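Tetracycline-induced HEK293 Trex cells with D2 receptor force-coupled to calcium signaling, plated overnight at 30 C and loaded with no-wash calcium dye. Calcium flux read kinetically for 180 s after compound addition; responses flag agonists.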
LDHA block = inhibitors of human lactate dehydrogenase A. P00338. purified LDHA, NADH/diaphorase-resazurin fluorescence; stronger effect = lower value. activity change, % (values are at about 110 or 230 µM). 480,000 tested, 0.15% active. AID 1347041; in the data active = activity change below about -30%; inconclusive = mostly about -25% to -30%;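 note: plate controls were DMSO wells for no effect and wells without enzyme for full effect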
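Resorufin fluorescence (ex540/em590), read at 0 and 20 min after diaphorase/resazurin addition, reports the NADH left after a 5 min room-temperature reaction of 2 nM human LDH5 with 0.06 mM NADH and 0.2 mM pyruvate.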
D2 antagonist = D2 dopamine receptor (human) antagonism; P14416; HEK293 TREx D2 cells, calcium flux, dopamine EC80; inhibition, % at 10 µM; 340,000 tested, 2% active; AID 485344; in the data active = inhibition above about 30%; note: 0% is about no effect
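Read-out: kinetic calcium fluorescence (1 cycle/s) in inducible HEK293 T-REx D2 cells after an EC80 dopamine addition that followed 180 s compound preincubation. Loss of the dopamine response indicates antagonism.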
ALOX12 inh = blocks human arachidonate 12S-lipoxygenase. Potency, µM (series often up to 108 µM), inactives show at the top dose activity change, negative = inhibition, most hits filed as inhibitors. AID 1671190. purified 12hLO, xylenol orange hydroperoxide absorbance. P18054. 580,000 tested, 1.1% active; note: potency is the fitted concentration of half-maximal effect; % is set by controls: 0 for no effect and ±100 for the full control effect
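Purified human 12hLO (150 nM final) in 25 mM Hepes, 0.01% Triton X-100, pH 7.0 was preincubated 15 min at room temperature with compound. Then 40 uM arachidonic acid was added, 30 min. Hydroperoxide was read by Fe-XO absorbance ratio 573/405 nm.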
Vif-APOBEC3F blk = blocks the Vif interaction with APOBEC3F | HeLa A3F-eYFP + Vif (tagged APOBEC3F with the HIV-1 protein that degrades it), YFP fluorescence increase | Potency, µM (titrated, usually from 46.1 µM), for inactives: at the top dose activity, negative = active | 390,000 tested, 0.2% active | AID 602313; note: potency is the fitted concentration of half-maximal effect; % of control where 0% means no effect; nearly all actives have a fitted effect of over 65% in size
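HeLa cells stably expressing A3F-eYFP plus Vif, plated and incubated overnight at 37 deg C, then exposed to compounds overnight at 37 deg C. Blocked degradation read as raised yellow fluorescence (Ex 488/Em 500-530).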
ERG Ets-DNA blk = blocks human ERG Ets domain binding to DNA | P11308 | fluorescence polarization, His-ERG Ets domain / labelled DNA | Potency, µM (top dose mostly 76.9 µM), for the others: top-dose FP activity, negative = inhibition, actives largely listed as inhibitors | 370,000 tested, 0.028% active | AID 624246; active = well fitted inhibition curve with a large enough effect in the polarisation, with a control signal flat; inconclusive = small, poorly fitted or top-dose-only effect, or effect the other way, or a change in a side signal; inactive = no such curve, though single readings can be large or run the other way; the % refers to the polarisation;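 note: polarization taken with two DNA probes labelled with fluorescein and Texas red; potency is the fitted concentration of half-maximal effect; % of control where 0% means no effect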
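His-tagged ERG Ets domain (1 uM in the protein solution; 300mM KCl, 50mM Tris-HCl, 1mM EDTA, 1mM DTT, pH 7.5) received compound, then a probe mix of 5 nM fluorescein-DNA and 100nM Texas-615-DNA. Fluorescence polarization was read for both dyes.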
GRP78 ERSR act = ER stress response induction in glioma. 420,000 tested, 0.02% active. Potency, µM, inactives show at the highest dose activation, actives largely listed as activators. AID 602332. U87-MG GRP78 promoter luciferase reporter, 16 h; note: potency is the fitted concentration of half-maximal effect; series mostly up to about 76 µM; % of control where 0% means no effect; nearly all actives have a fitted effect of over 35% in size
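Stably transfected U87-MG human glioma cells carrying a GRP78-based luminescent sensor were seeded at 1000 cells/well, pin-dosed with compounds and incubated 16 h. Luciferase reagent was then added, and end-point luminescence was read after 10 min at room temperature.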
RGS4 inhibitor = blocks human RGS4-accelerated GTP hydrolysis; P49798; Transcreener GDP fluorescence polarization, RGS4-accelerated GTP hydrolysis; Potency, µM (titrated, usually from 114 µM), without a hit: at the top dose activity change, negative = inhibition, most hits filed as inhibitors; 390,000 tested, 0.039% active; AID 504845; note: potency is the fitted concentration of half-maximal effect; % is set by controls: 0 for no effect and ±100 for the full control effect; nearly all actives have a fitted effect of over 75% in size; some results filed as inactive show a strong effect at the top dose
Target sequence (P49798 whole entry, looked up): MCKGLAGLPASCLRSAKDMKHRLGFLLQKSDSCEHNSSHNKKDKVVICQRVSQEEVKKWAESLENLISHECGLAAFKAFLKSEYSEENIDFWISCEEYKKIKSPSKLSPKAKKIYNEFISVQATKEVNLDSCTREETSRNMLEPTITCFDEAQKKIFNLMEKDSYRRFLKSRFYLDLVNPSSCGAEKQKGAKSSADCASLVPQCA
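MLSMR compounds (23 nl, pin-transferred) preincubated 10 min at room temperature with a 500nM (2x) first reagent, then RGS4 at 900nM (2x) plus Transcreener GDP mix added; fluorescence polarization (620/688 nm) read before and after 90 min at 30 °C.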
Vif-A3G inh = blocks the Vif interaction with human APOBEC3G | 410,000 tested, 0.076% active | AID 602310 | HeLa A3G-eYFP + Vif (tagged APOBEC3G with the HIV-1 protein that degrades it), YFP fluorescence, overnight | Q9HC16 | Potency, µM (top dose mostly 46.1 µM), for the others: top-dose activity, negative = active, hits mostly inhibitors;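 note: potency is the fitted concentration of half-maximal effect; % is set by controls: 0 for no effect and ±100 for the full control effect; nearly all actives have a fitted effect of over 60% in size; hits raise eYFP signal because A3G escapes Vif-driven loss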
Target sequence (Q9HC16 whole entry, looked up): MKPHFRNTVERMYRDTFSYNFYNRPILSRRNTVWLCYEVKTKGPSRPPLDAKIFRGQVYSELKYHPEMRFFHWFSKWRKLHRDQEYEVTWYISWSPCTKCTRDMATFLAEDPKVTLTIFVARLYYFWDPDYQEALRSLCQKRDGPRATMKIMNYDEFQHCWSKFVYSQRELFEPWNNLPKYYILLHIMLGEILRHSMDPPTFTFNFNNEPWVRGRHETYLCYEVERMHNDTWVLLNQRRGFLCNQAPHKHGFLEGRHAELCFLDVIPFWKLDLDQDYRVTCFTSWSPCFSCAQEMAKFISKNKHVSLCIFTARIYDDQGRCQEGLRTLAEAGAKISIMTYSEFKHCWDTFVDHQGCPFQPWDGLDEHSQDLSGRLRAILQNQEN
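Read-out is eYFP fluorescence (Ex 488/Em 500-530) from Vif-expressing HeLa A3G-eYFP cells; more signal means A3G escaped Vif-mediated degradation. Cells plated overnight, compound pinned in, incubated overnight at 37 deg C.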
Active calls of the source: *; ? = inconclusive; · = no result given; [ ] = another dose, or the depositor's remark. Unless noted, calls come from the whole dose curve; as a rule, active = well fitted curve in the direction sought with a large enough effect; inconclusive = small, poorly fitted or top-dose-only effect, or another doubt; inactive = no such curve, though single readings can be large; an effect the other way counts as inactive or inconclusive. The list is partial; count on the stated rates, not on these rows.

Values run as follows: D2 ag	LDHA block	D2 antagonist	ALOX12 inh	Vif-APOBEC3F blk	ERG Ets-DNA blk	GRP78 ERSR act	RGS4 inhibitor	Vif-A3G inh
COc1ccccc1-n1c(=O)c(C#N)c(-c2ccc([N+](=O)[O-])cc2)c2cc(C(=O)c3cc(F)ccc3O)cnc21
    0.6	-5	-19	-11%	-12%	11µM*	-3%	25%	-2%
CC(C)Sc1nc2c([nH]1)c(=N)ncn2Cc1ccccc1
    -0.3	-7	21	1%	-6%	-7%	-1%	12%	3%
CC(C)(C)c1ccc(C(O)c2ncc(-c3ccccc3F)[nH]2)cc1 (centres undefined)
    ·	-5	·	-4%	·	·	2%	·	-2%
Cc1cc(S(=O)(=O)Nc2ccc(C(=O)O)cc2)c(C)c(S(=O)(=O)c2ccc(Cl)cc2)c1
    -1.9	-7	·	0%	-5%	-4%	-3%	10%	-10%
COc1ccc(CNC(=O)[C@@H](NC(=O)C2CCN(C(=O)[C@@H](N)CC(C)C)CC2)C(C)C)cc1
    0.2	-2	-15	10%	-1%	-4%	-2%	8%	-1%
CN(C)/C=N/c1c(C#N)cnn1-c1ncnc2sc(-c3ccccc3)cc12
    1.9	0	-6	3%	2%	-2%	-3%	-31%	-3%
O=C(c1cnn(-c2ccccc2)c1)c1cc(Br)ccc1O
    ·	-1	·	-4%	-10%	·	2%	-26%	-1%
O=C(Nc1ccc(S(=O)(=O)Nc2ncccn2)cc1)c1ccc(F)c(S(=O)(=O)N2CCOCC2)c1
    0.4	-2	13	-28%	2%	9%	1%	-41%[56.9 µM]	1%
CC(=O)c1ccc(N2CCN(C(=O)C3CCCN3S(=O)(=O)c3cccc4nsnc34)CC2)cc1 (centres undefined)
    -2.1	-1	-2	-5%	-10%	-11%	-1%	-28%	2%
COc1ccc(CC(=O)NNC(=S)NCC2CC2)cc1OC
    ·	-3	·	-6%	-6%	-3%	-2%	-1%	-6%
CCOC(=O)C1(C(=O)OCC)C(c2ccccc2)CC(O)N1C(C)=O (centres undefined)
    -0.3	-2	-21	-2%	11%	-3%	-1%	11%	0%
COc1ccccc1Nc1nnc(Cc2ccccc2)c(=O)[nH]1
    -0.5	-3	-6	-20%	-1%	-8%	-3%	5%	-4%
CN(CCc1cn[nH]c1)C(=O)CC1C(=O)NCCN1Cc1ccccc1C(F)(F)F (centres undefined)
    ·	0	·	-1%	1%	-6%	-2%	9%	-7%
Cc1ccc(SCC(=O)NC(=O)NCCC(C)C)c(C)c1
    -0.5	-1	17	-6%	-3%	5%	7%	32%	-6%
COc1c(S(=O)(=O)NCCCn2ccnc2)ccc(Cl)c1Cl
    -0.2	1	1	0%	0%	-5%	-1%	-10%	-1%
CN1CCN(S(=O)(=O)Cc2ccccc2Cl)CC1
    ·	-2	·	25%	-2%	-2%	2%	32%	1%
O=C(Nc1cc(C(F)(F)F)ccc1-n1cncn1)c1cn2ccccc2n1
    ·	0	·	-5%	-2%	-1%	-4%	10%	-1%
CCN(CC(=O)NCc1cccs1)CC(=O)Nc1ccccc1C
    -0.2	-4	12	-4%	3%	-5%	2%	-4%	3%
O=C(COCc1cc(-c2cccs2)on1)N1CCN(c2cccc(Cl)c2)CC1
    -0.4	0	·	?	6%	-11%	-6%	16%	4%
O=C1C2CCCN2C(c2ccc(F)cc2)N1c1ccc(Cl)cc1 (centres undefined)
    -0.1	-9	16	10%[57.4 µM]	-6%	5%	-2%	4%	-9%
COc1cccc(-c2nnc(SCC(=O)N(C(C)C)C(C)C)o2)c1
    -0.4	-4	-1	0%	8%	-3%	2%	0%	0%
Clc1ccc2oc3c(Cl)ncnc3c2c1
    0.8	-8	-5	-4%	?	-1%	4%	-5%	-4%
OCCNc1nc(-c2ccccc2)nc2ccccc12
    1.7	-4	1	-13%	7%	-5%	-3%	-9%	0%
CCc1ccc(-n2nc3ccc(NC(=O)c4ccc5c(c4)OCO5)cc3n2)cc1
    0.4	-4	2	-15%	-4%	1%	1%	-51%	-2%
O=C(NC1CCCCC1)c1ccc(CS(=O)(=O)Cc2ccccc2F)o1
    1.3	3	44*	286%[activator]	1%	0%	2%	2%	-6%
Cc1ccc(-c2csc(NC(=O)Cc3cccs3)n2)cc1C
    -1.1	-6	2	2%	1%	2%	1%	4%	-3%
O=C(NCc1ccc(Cl)cc1)c1cnccn1
    1.2	0	1	-10%	-1%	-2%	0%	-27%	1%
O=C(O)c1cc([N+](=O)[O-])ccc1NCc1ccccc1
    -0.2	-7	2	-19%	-10%	7%	5%	15%	-3%
COc1ccc(C2CC(c3cccs3)=NN2S(C)(=O)=O)cc1 (centres undefined)
    0.1	-5	-2	-3%	2%	-3%	6%	9%	1%
COc1cccc(OC)c1CNC(=O)C1CCC(=O)N(CC2CCCCC2)C1 (centres undefined)
    0.3	0	-12	0%	0%	-2%	-3%	-5%	-2%

Overlap with the part before: 4 compounds; new compounds follow.
Values run as follows: D2 ag	LDHA block	D2 antagonist	ALOX12 inh	Vif-APOBEC3F blk	ERG Ets-DNA blk	GRP78 ERSR act	RGS4 inhibitor	Vif-A3G inh
O=C(NCc1ccc(Cl)cc1)c1cnccn1
    1.2	0	1	-10%	-1%	-2%	0%	-27%	1%
O=C(O)c1cc([N+](=O)[O-])ccc1NCc1ccccc1
    -0.2	-7	2	-19%	-10%	7%	5%	15%	-3%
COc1ccc(C2CC(c3cccs3)=NN2S(C)(=O)=O)cc1 (centres undefined)
    0.1	-5	-2	-3%	2%	-3%	6%	9%	1%
COc1cccc(OC)c1CNC(=O)C1CCC(=O)N(CC2CCCCC2)C1 (centres undefined)
    0.3	0	-12	0%	0%	-2%	-3%	-5%	-2%
O=C(NCC(c1ccc2c(c1)OCO2)N1CCOCC1)C(=O)Nc1ccc(F)cc1F (centres undefined)
    ·	0	·	-7%	5%	4%	-2%	-13%	-1%
Cc1ccc(/C=N/N2C(=O)C3C(C2=O)C2C=CC3C23CC3)o1 (centres undefined)
    0.9	1	-9	-8%	-2%	·	-2%	-7%	3%
Nc1nc(-c2ccccc2)c(N=Nc2ccccc2Cl)s1
    -1.2	-8	6	?	-1%	?	-8%	-8%	1%
Cn1nc(C(F)(F)F)c(-c2ccccc2)c1NC(=O)c1cccnc1
    1.1	1	-9	?	-5%	-5%	-6%	17%	-1%
O=C(O)C1CC(O)CN1S(=O)(=O)c1ccc2ccccc2c1 (centres undefined)
    0.7	2	27	-4%	-1%	9%	-2%	-18%	-1%
CCOC(=O)C1=C(C)N=c2s/c(=C\c3cc(OC)c(OC)c(OC)c3)c(=O)n2C1/C=C/c1ccccc1 (centres undefined)
    1.0	5	-6	0%	4%	?	-3%	?	-9%
Cc1cccc(C(=O)NCC(=O)NC2CCC(C)CC2)c1 (centres undefined)
    -0.3	0	21	-15%	9%	-7%	3%	-13%	1%
O=c1c(Cl)c(NCCCO)cnn1-c1nc2ccccc2[nH]1
    0.1	-1	7	0%	-10%	-3%	-17%	-31%[11.4 µM]	?
N#Cc1cc(Oc2cccc3cccnc23)c(-n2nnc3ccccc32)cc1C#N
    -0.3	27	-11	?	?	-13%	-12%	-106%	?
CC1(C)Oc2ccc(C(=O)NC3CC3)cc2N(CC(=O)N2CCOCC2)C1=O
    -0.4	0	-2	0%	2%	-6%	-2%	20%	2%
Cc1nn(-c2ccccc2)c2c1c(C)c(CCC(=O)N1CCOCC1)c(=O)n2C
    0.1	-2	10	·	-11%	-1%	1%	16%[11.4 µM]	1%
O=C(COc1ccc(C(F)(F)F)cc1[N+](=O)[O-])Nc1cccc(C(F)(F)F)c1
    0.2	0	1	11%	5%	-4%	-5%	-16%	0%
CSCCC(NC(=O)C1CCCCC1)C(=O)Nc1ccc(F)c(Cl)c1 (centres undefined)
    1.7	-18	·	-21%	5%	-2%	-5%	16%	-1%
COC(=O)c1cc(=O)nc(NN=Cc2ccco2)s1
    ·	3	·	-1%	·	·	-1%	·	2%

Arranged by molecular weight (largest number first): some entries from above
Values run as follows: D2 ag	LDHA block	D2 antagonist	ALOX12 inh	Vif-APOBEC3F blk	ERG Ets-DNA blk	GRP78 ERSR act	RGS4 inhibitor	Vif-A3G inh
O=C(COc1ccc(C(F)(F)F)cc1[N+](=O)[O-])Nc1cccc(C(F)(F)F)c1
    0.2	0	1	11%	5%	-4%	-5%	-16%	0%
Cc1ccc(/C=N/N2C(=O)C3C(C2=O)C2C=CC3C23CC3)o1 (centres undefined)
    0.9	1	-9	-8%	-2%	·	-2%	-7%	3%
COC(=O)c1cc(=O)nc(NN=Cc2ccco2)s1
    ·	3	·	-1%	·	·	-1%	·	2%
